Screening results: PubChem BioAssay, National Center for Advancing Translational Sciences (NCATS)
GLP-1R inv ag: GLP-1 receptor (human) inverse agonism; hit rate 1.6% among 410,000; Potency, µM (doses to about 38.3 µM), without a hit: at the top dose activity change, negative = inhibition, usual class: inhibitors; HEK293 GLP-1R CRE-luciferase, luminescence, 24 h; GLP-1R form is constitutively active; P43220; further: on the % scale 0 is the no-effect control and ±100 the full control effect; nearly all actives have a fitted effect of over 55% in size
Target sequence (P43220 whole entry, looked up): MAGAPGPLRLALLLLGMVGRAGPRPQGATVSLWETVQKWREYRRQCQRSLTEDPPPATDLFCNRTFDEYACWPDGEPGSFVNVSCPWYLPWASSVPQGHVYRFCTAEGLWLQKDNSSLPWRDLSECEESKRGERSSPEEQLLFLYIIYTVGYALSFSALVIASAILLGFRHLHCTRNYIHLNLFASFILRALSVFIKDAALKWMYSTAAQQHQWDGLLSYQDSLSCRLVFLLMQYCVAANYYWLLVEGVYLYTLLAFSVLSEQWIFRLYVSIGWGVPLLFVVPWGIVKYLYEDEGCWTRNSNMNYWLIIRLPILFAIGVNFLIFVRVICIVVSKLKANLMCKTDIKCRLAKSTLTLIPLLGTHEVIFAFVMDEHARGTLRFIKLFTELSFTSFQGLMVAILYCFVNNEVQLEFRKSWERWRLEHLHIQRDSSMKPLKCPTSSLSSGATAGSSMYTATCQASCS
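Readout was luciferase luminescence, measured 12 min after detection reagent at room temperature. Beforehand, GLP-1R reporter HEK293 cells had sat 12 h, then received compounds for 24 hr at 37 deg C.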
KB-V1 MDR tox: KB-V1 MDR subline cytotoxicity; KB-V1 MDR cells viability, CellTiter-Glo, 72 h; Potency, µM (titrated, usually from 46.1 µM), for inactives: at the top dose activity change, negative = cytotoxicity, actives largely listed as cytotoxic; hit rate 3.4% among 400,000; AID 1347076; further: on the % scale 0 is the no-effect control and ±100 the full control effect; nearly all actives have a fitted effect of over 60% in size
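In this primary screen, KB-V1 cells overexpressing P-gp are incubated with library compounds (lowest to highest concentration) for 72 h at 37 degrees C before a luminescent ATP viability read.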
HT1080 IDH1KD tx: toxicity to HT-1080 IDH1 knockdown cells (counter line); HT-1080 IDH1 knockdown viability, ATP luminescence, 48 h; hit rate 2% among 360,000; Potency, µM (titrated, usually from 46.1 µM), without a hit: top-dose activity, negative = toxicity, most hits filed as cytotoxic; AID 686971;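 further: 0% = DMSO wells and -100% = cell-free medium wells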
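After a 2 h attachment period, IDH1KD HT-1080 cells took pin-transferred compound for 48 h at 37 °C; ATP-based luminescence after 10 min room-temperature reagent incubation reported viability.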
SW480 rerep: inducers of DNA re-replication in SW480 colon cancer cells | SW480 DNA re-replication, Hoechst DNA content imaging, 48 h | Potency, µM (titrated, usually from 46.1 µM), for the others: at the top dose re-replication activation, hits mostly activators | hit rate 1.8% among 340,000; further: % of control where 0% means no effect; nearly all actives have a fitted effect of over 55% in size
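Treated cells incubate 48 hr (37 C, 5% CO2), are stained 40 min with Hoechst, and nuclear fluorescence is enumerated; a rise in nuclei with high DNA signal marks re-replication.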
TDP-43 yeast inh: TDP-43 toxicity inhibition in yeast. TDP-43 expressing yeast growth rescue, BacTiter-Glo, 24 h. Potency, µM (titrated, usually from 46.1 µM), for inactives: at the top dose growth rescue (activation), hits mostly activators. hit rate 1.8% among 410,000. AID 652104; further: % of control where 0% means no effect; nearly all actives have a fitted effect of over 50% in size
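Growth rescue of TDP-43-toxic yeast measured as ATP luminescence (BacTiter-Glo). Cells grown to mid-log in raffinose, induced in galactose at OD600=0.02, exposed to compound 24 hr at 30 deg C.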
GLP1R ag: agonists of human GLP-1 receptor. P43220. HEK293 GLP-1R CRE-luciferase, luminescence, 4-6 h; cells express a hypersensitive GLP-1R form. Potency, µM (titrated, usually from 45.6 µM), inactives show at the top dose activation, hits mostly activators. hit rate 0.007% among 380,000. AID 624172; further: % of control where 0% means no effect
GLP1R cytotox: cytotoxic in the GLP-1 receptor inverse agonist counter-screen. HEK293 cAMP-luciferase reporter cells, luminescence, 24 h. Potency, µM (top dose mostly 38.3 µM), inactives show top-dose activity change, negative = inhibition, actives largely listed as inhibitors. hit rate 0.13% among 410,000. AID 624418;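 further: loss of luciferase light is scored as toxicity; on the % scale 0 is the no-effect control and ±100 the full control effect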
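1536-well qHTS counterscreen of the MLSMR; 200 cells/uL, 12 h pre-incubation, 23 nL cpd, 24 h at 37 deg C 5% CO2, luciferase detection reagent, 12 min RT, luminescence. Inhibition = undesired.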
HT1080-NT tox: kills 2HG-producing HT-1080-NT fibrosarcoma cells; HT-1080-NT fibrosarcoma viability, CellTiter-Glo ATP luminescence, 48 h; Potency, µM (highest dose often 46.1 µM), for the others: at the highest dose activity, negative = less viability, most hits filed as cytotoxic; hit rate 1.6% among 360,000; AID 686970;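 further: NT is the 2HG producing partner of a matched IDH1 knockdown line; 0% = DMSO-treated cells and -100% = media-only wells without cells; nearly all actives have a fitted effect of over 55% in size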
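Read-out is CellTiter-Glo luminescence after 10 minutes at room temperature, following 48 hours' compound treatment of HT-1080-NT cells (750 cells/well, RPMI, 5% FBS, 37 degrees C).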
KB-3-1 tox: kills parental KB-3-1 adenocarcinoma cells; KB-3-1 viability, CellTiter-Glo ATP luminescence, 72 h; Potency, µM (series often up to 46.1 µM), for the others: at the top dose activity change, negative = cytotoxic, actives largely listed as cytotoxic; hit rate 1.4% among 400,000; AID 1347075; further: on the % scale 0 is the no-effect control and ±100 the full control effect; nearly all actives have a fitted effect of over 60% in size
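Viability of parental KB-3-1 cells, measured by CellTiter-Glo luminescence, followed a 72 h incubation at 37 °C with pinned compounds in phenol-red-free DMEM containing 10% FBS.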
* = called active by the depositor; ? = inconclusive; . = not tested or not shown; & = joins results of further samples; [ ] = another dose, or the depositor's remark. The call rests on the fitted dose curve; in most records, active means well fitted curve in the direction sought with a large enough effect; inconclusive means small, poorly fitted or top-dose-only effect, or another doubt; inactive means no such curve, though single readings can be large; an effect the other way counts as inactive or inconclusive. Potency means the concentration at half of the fitted maximal effect. An unsorted share of the library. About 9.4% of those tested had a hit in this group.

compound,GLP-1R inv ag,KB-V1 MDR tox,HT1080 IDH1KD tx,SW480 rerep,TDP-43 yeast inh,GLP1R ag,GLP1R cytotox,HT1080-NT tox,KB-3-1 tox
CCN1C(=O)[C@@H]2[C@@H](c3ccc(-c4ccc5c(c4)OCO5)c(OC)c3)N3CCC[C@@]3(C(=O)OC)[C@@H]2C1=O,-3%,-7%,3%,1%,0%,11%,-7%,6%,0%
COc1cc(OC)cc(C(=O)NC2CCN(Cc3nnnn3Cc3cccs3)CC2)c1,0%,-5%,1%,-23%,11%,-3%,1%,-2%,7%
CC1=CN2CC(O)CN=C2C=C1 (stereo not given),11%,-8%,8%,-3%,-21%,-15%,-2%,1%,0%
Cc1cnc(-c2nc3ccccc3n2C(C(=O)NC(C)(C)C)c2ccccc2)cn1 (stereo not given),19%,-29%,22%,.,11%,.,1%,7%,-21%
COCCCN1C(=O)c2ccc(C(=O)NCCc3ccccc3)cc2C1=O,6%,23%,0%,-4%,25%,5%,-2%,2%,20%
CCOc1cc(N2CCOCC2)c(OCC)cc1NC(=O)CN1C(=O)C2CC=CCC2C1=O (stereo not given),5%,-25%,1%,1%,8%,6%,5%,5%,0%
CCOCCn1c(SCc2c(F)cccc2Cl)nc2c1c(=O)[nH]c(=O)n2C,1%,-1%,-4%,?,0%,8%,1%,1%,2%
O=C(OCC(=O)N1CCCc2ccccc21)c1c(F)cccc1F,-21%,-7%,0%,-6%,11%,8%,1%,-1%,1%
Cc1ccc(Cc2nc3ccccc3nc2SCC(=O)NCCC(C)C)cc1,10%,-18%,.,.,?,1%,-1%,.,4%
CCn1c(CNC(=O)c2ccc3c(c2)OCO3)nnc1SCC(=O)Nc1cc(C)ccc1OC,-16%,8%,-1%,0%,11%,-5%,-27%,-2%,-2%
COc1ccc(CC(=O)N/N=C/c2sccc2C)cc1,14%,32%,3%,?,?,1%,5%,8%,1%
Cc1cc([N+](=O)[O-])cc2c1NC(=O)C2(O)N1CCCCCC1 (stereo not given),3%,-2%,-12%,-3%,-2%,9%,7%,-21%,26%
CCCNCc1cc(OCC)c(OCC(N)=O)cc1Br,1%,1%,27%,2%,2%,1%,-15%,14%,1%
CCc1ccccc1NC(=O)C1CCCN(c2cnccn2)C1 (stereo not given),2%,2%,.,.,10%,.,-5%,.,0%
O=C(Nc1cccc2c1CCCC2)C1CCN(c2nnnn2-c2ccccc2)CC1,-5%,-5%,-3%,-3%,6%,1%,3%,8%,1%
COc1cccc(-c2nnc(SCc3nc4ccccc4[nH]3)n2N)c1,16%,9%,16%,-2%,0%,5%,-11%,3%,14%
Cc1cccc(N(C(=O)Cn2nnc(-c3ccccc3F)n2)C(C(=O)NC(C)(C)C)c2ccncc2)c1 (stereo not given),-8%,-16%,23%,?,-3%,3%,-12%,12%,-2%
CCCc1ccc2oc(C(=O)N(Cc3nccn3C)C(C)C)c(C)c2c1,?,0%,1%,-3%,2%,1%,1%,-6%,-2%
C[C@@H]1C[C@H]2[C@@H]3CCC4=CC(=O)C=C[C@]4(C)[C@@]3(F)[C@@H](O)C[C@]2(C)[C@H]1C(=O)CO,?,-21%,29%,1%&-65%&0%,22%,-3%&-5%,-5%,-11%,0%
CCCSc1nc2c(c(=O)n1-c1ccc(OCC)cc1)SCC2,5%,?,7%,3%,0%,4%,1%,1%,14%
COc1ccc(NC(=O)c2cccc(S(=O)(=O)N3CCOCC3)c2)cn1,9%,1%,3%,-6%,2%,-1%,19%,0%,3%
O=C(CSc1nnc(CNc2ccccc2)o1)N1CCc2ccccc21,0%,0%,-11%,0%,-5%,-17%,-2%,-3%,2%
O=S(=O)(c1ccc(-c2nc3ccccc3s2)cc1)N1CCCC1,44%[activator],?,5%,-10%,-23%,-14%,-7%,22%,0%
CC1(c2nnnn2Cc2ccccc2)CCC(=O)N1CCc1ccccc1F (stereo not given),1%,?,-16%,.,?,7%,-1%,0%,-9%
O=C(Nc1cccc(Cl)c1)Nc1nc(-c2ccccc2)cs1,-7%,27%,9%,6%,29%,4%,-7%,13%,-5%
CSCC[C@H](NC(=O)C1CCN(S(=O)(=O)c2ccc(C)cc2)CC1)C(=O)NCC1CCCO1 (stereo not given in full),-6%,-2%,4%,-2%,8%,-5%,?,-1%,14%
COC(=O)c1ccccc1NC(=O)CN1CCC(n2nnc3cc(F)ccc32)CC1,7%,-7%,-6%,-3%,3%,3%,-5%,-7%,-1%
COCc1cccc(-c2csc(C(O)c3ccc(F)c(F)c3)n2)c1 (stereo not given),?,-7%,?,.,20µM*,5%,1%,?,0%
Cc1ccc(NC(=O)CSc2nc(=O)n(CCCN3CCOCC3)c3c2CCCC3)c(C)c1,-17%,-1%,0%,0%,1%,1%,-9%,4%,2%
COc1ccc(C2(C(=O)Nc3ccc(OC)cc3OC)CCCC2)cc1,?,-1%,13%,-7%,0%,-2%,0%,8%,-4%

Reprinted from the results shown (5 entries):
compound,GLP-1R inv ag,KB-V1 MDR tox,HT1080 IDH1KD tx,SW480 rerep,TDP-43 yeast inh,GLP1R ag,GLP1R cytotox,HT1080-NT tox,KB-3-1 tox
CSCC[C@H](NC(=O)C1CCN(S(=O)(=O)c2ccc(C)cc2)CC1)C(=O)NCC1CCCO1 (stereo not given in full),-6%,-2%,4%,-2%,8%,-5%,?,-1%,14%
COC(=O)c1ccccc1NC(=O)CN1CCC(n2nnc3cc(F)ccc32)CC1,7%,-7%,-6%,-3%,3%,3%,-5%,-7%,-1%
COCc1cccc(-c2csc(C(O)c3ccc(F)c(F)c3)n2)c1 (stereo not given),?,-7%,?,.,20µM*,5%,1%,?,0%
Cc1ccc(NC(=O)CSc2nc(=O)n(CCCN3CCOCC3)c3c2CCCC3)c(C)c1,-17%,-1%,0%,0%,1%,1%,-9%,4%,2%
COc1ccc(C2(C(=O)Nc3ccc(OC)cc3OC)CCCC2)cc1,?,-1%,13%,-7%,0%,-2%,0%,8%,-4%

Pulled by structure from the list above, three records:
compound,GLP-1R inv ag,KB-V1 MDR tox,HT1080 IDH1KD tx,SW480 rerep,TDP-43 yeast inh,GLP1R ag,GLP1R cytotox,HT1080-NT tox,KB-3-1 tox
O=C(CSc1nnc(CNc2ccccc2)o1)N1CCc2ccccc21,0%,0%,-11%,0%,-5%,-17%,-2%,-3%,2%
CCc1ccccc1NC(=O)C1CCCN(c2cnccn2)C1 (stereo not given),2%,2%,.,.,10%,.,-5%,.,0%
COC(=O)c1ccccc1NC(=O)CN1CCC(n2nnc3cc(F)ccc32)CC1,7%,-7%,-6%,-3%,3%,3%,-5%,-7%,-1%

Continued:
compound,GLP-1R inv ag,KB-V1 MDR tox,HT1080 IDH1KD tx,SW480 rerep,TDP-43 yeast inh,GLP1R ag,GLP1R cytotox,HT1080-NT tox,KB-3-1 tox
O=C1CCCN1CCC1CCN(C2CC(=O)N(c3ccc(F)cc3)C2=O)CC1 (stereo not given),-3%,-4%,-30%,3%,-4%,-6%,6%,2%,0%
CCCCNCCOCCOc1ccc(C)cc1[N+](=O)[O-],0%,-13%,-13%,-1%,22%,7%,3%,-13%,-1%
NC(=O)C1CCCN(C(=O)CN2C(=O)NC(c3ccccc3)(c3ccccc3)C2=O)C1 (stereo not given),?,5%,8%,-56%[inhibitor],-22%,4%,2%,9%,6%
Nc1ccc(S(=O)(=O)Nc2ccc(S(N)(=O)=O)cc2)cc1,3%,-7%,-13%,1%,-10%,-3%,7%,0%,7%
CCc1c(-c2ccccc2)nc(N)c(C#N)c1-c1cccs1,4%,0%,-5%,1%,25%,23%,6%,-2%,-1%
CC(=O)N1CCN(c2ccc([N+](=O)[O-])c(NCc3cccnc3)c2)CC1,-14%[0.307 µM],-16%,-1%,1%,-7%,4%,-2%[0.307 µM],-5%,-1%
COc1cc(C(=O)OCC(=O)c2c(N)n(C)c(=O)n(C)c2=O)ccc1OCCC(C)C,13%[7.66 µM],4%,10%,0%,25%[9.22 µM],11%,-2%[7.66 µM],19%,5%
Cc1ccccc1OCC(O)CN1CCN(CCN2C(=O)c3cccc4cccc(c34)C2=O)CC1 (stereo not given),-10%,?,5%,10%,-7%,-7%,?,3%,?
NNc1cc2c(nn1)CCN(C(=O)c1ccccc1)C2,?,4%,?,.,6%,8%,14%,?,18µM*
CC(C)n1ncc2c(C(=O)Nc3ccc(S(N)(=O)=O)cc3)cc(C3CC3)nc21,-9%,?,-5%,16%,11%,8%,2%,-7%,9%
COc1cc2c(cc1OC)C(c1ccccc1)N(C(=O)c1ccccc1F)CC2 (stereo not given),?,11%,-7%,7%,27%,8%,-27%,-15%,-5%
CCOC(=O)c1c(OCC)[nH]c2c1cc(O)c1ccccc12,18%,?,?,-1%,-9%,10%,?,?,0%
COC(=O)C1=NN(C(C)(C)CC(C)=O)C2C(=O)N(C3CCCCC3)C(=O)C12 (stereo not given),2%,0%,16%,0%,11%,-5%,8%,-12%,0%
